Bioassay records deposited in PubChem BioAssay by several laboratories.
Scp-1 inhibitor = inhibitors of human Scp-1 phosphatase. 340,000 compounds, 0.88% hits. Recombinant Scp1, phosphopeptide, malachite green phosphate absorbance. Q9GZU7. inhibition, % at 20 µM. AID 493091;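 active = inhibition above about 50% at 20 µM, limit read from the data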;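 also: plate controls were DMSO wells with enzyme for no effect and wells lacking enzyme for full effect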
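Incubation: 45 min enzyme reaction at room temperature / System: truncated SCP-1 phosphatase (76-261aa) / Reagent: Phospho 17-mer peptide substrate / Buffer or medium: Acidic Tris acetate buffer with magnesium and detergent / Signal: absorbance at 630 nm / Doses: one concentration, 20 µM, with 1.0% DMSO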
Neddylation inh = cullin neddylation inhibition; P61081+Q13564; TR-FRET cullin neddylation, biochemical; calls only at 25 µM; 360,000 compounds, 0.58% hits; in the data active = inhibition above about 36%
STEP inh = STEP (human) phosphatase inhibition. P54829. recombinant STEP, OMFP fluorogenic substrate, fluorescence. inhibition, % at 20 µM. 360,000 compounds, 0.25% hits. AID 588621;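 active = inhibition at 20 µM, scaled per plate between control wells, above about 37%, limit read from the data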;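 also: 0% = DMSO with enzyme and substrate and 100% = substrate only without enzyme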
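Assay system: isolated STEP enzyme. Buffer or medium: pH 6.0 Bis-Tris with DTT and Tween 20. Also added: fluorogenic phosphatase substrate OMFP at 25 µM final. Dosing: 20 µM, 1% DMSO. Timing: 20 min reaction, room temperature, in the dark. Measured by: fluorescence intensity, excitation 480 nm, emission 540 nm. Evaluation: normalized % inhibition.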
LMPTP inh = blocks human LMPTP phosphatase; P24666; recombinant LMPTP-A, OMFP fluorogenic substrate, fluorescence intensity; inhibition, % at 20 µM; 360,000 compounds, 0.22% hits;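 active = compounds that cut the enzyme signal by at least half of the control window in the single-dose screen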;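 also: plate controls were DMSO wells with enzyme plus substrate for no effect and substrate without enzyme for full effect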
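Test system: LMPTP-A phosphatase enzyme; input: 0.625 nM LMPTP-A final; reagent: OMFP substrate, 400 µM final; compound dosing: 20 µM single dose, 3% DMSO; incubation: 50 min dark incubation at room temperature; measured by: endpoint fluorescence intensity from OMFP dephosphorylation; measure: % inhibition relative to no-enzyme and uninhibited control wells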
TbMetRS inhib = blocks T. brucei methionyl-tRNA synthetase activity; 360,000 compounds, 0.4% hits; purified T. brucei MetRS, ATP depletion, Kinase-Glo luminescence; inhibition, % at 11.9 µM;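 active = inhibition above a per-plate cutoff of the control wells' mean inhibition plus 3 SD, cut at about 5.5% in these data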;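 also: 0% = DMSO wells median and 100% = median of wells with control inhibitor compound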
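Dosing: 11.9 µM compound single dose, 0.9% DMSO; Assay system: purified T. brucei MetRS enzyme; Measured by: Kinase-Glo luciferase luminescence reporting remaining unconsumed ATP; Schedule: 15 min plus 2 h at 25 °C.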
SUMO1-SIM PPI = SUMO1-SIM interaction modulation; P63165; SUMO1 binding to a labelled peptide, TR-FRET, 1 h; inhibition, % at 20 µM; 360,000 compounds, 0.33% hits; AID 602429; in the data active = inhibition above about 37%
NadD inh = NadD (S. aureus) enzyme inhibition | inhibition, % at 20 µM | AID 602399 | 360,000 compounds, 0.78% hits | purified NadD enzyme, colorimetric absorbance read-out; in the data active = inhibition above about 26%; also: some compounds past the cut are filed as inactive
CendR NRP1 mod = modulators of CendR peptide binding to human neuropilin-1; 360,000 compounds, 0.85% hits; inhibition, % at 25 µM; O14786; FAM-RPARPAR peptide binding to NRP-1, fluorescence polarization; AID 602438;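 active = inhibition or corrected inhibition above about 18%, plus a signal ratio from 0.5 to 1.5, limit read from the data, passing the limit was not always enough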; also: strong numbers were not always called active
DNMT1 block = DNMT1 (human) enzyme inhibition | P26358 | 360,000 compounds, 0.83% hits | DNMT1 molecular beacon, Hinp1I cleavage, fluorescence | inhibition (reported as % activation of signal), % at 10 µM | AID 588458; in the data active = inhibition above about 50%
Target sequence (P26358 504-1616 limits assumed): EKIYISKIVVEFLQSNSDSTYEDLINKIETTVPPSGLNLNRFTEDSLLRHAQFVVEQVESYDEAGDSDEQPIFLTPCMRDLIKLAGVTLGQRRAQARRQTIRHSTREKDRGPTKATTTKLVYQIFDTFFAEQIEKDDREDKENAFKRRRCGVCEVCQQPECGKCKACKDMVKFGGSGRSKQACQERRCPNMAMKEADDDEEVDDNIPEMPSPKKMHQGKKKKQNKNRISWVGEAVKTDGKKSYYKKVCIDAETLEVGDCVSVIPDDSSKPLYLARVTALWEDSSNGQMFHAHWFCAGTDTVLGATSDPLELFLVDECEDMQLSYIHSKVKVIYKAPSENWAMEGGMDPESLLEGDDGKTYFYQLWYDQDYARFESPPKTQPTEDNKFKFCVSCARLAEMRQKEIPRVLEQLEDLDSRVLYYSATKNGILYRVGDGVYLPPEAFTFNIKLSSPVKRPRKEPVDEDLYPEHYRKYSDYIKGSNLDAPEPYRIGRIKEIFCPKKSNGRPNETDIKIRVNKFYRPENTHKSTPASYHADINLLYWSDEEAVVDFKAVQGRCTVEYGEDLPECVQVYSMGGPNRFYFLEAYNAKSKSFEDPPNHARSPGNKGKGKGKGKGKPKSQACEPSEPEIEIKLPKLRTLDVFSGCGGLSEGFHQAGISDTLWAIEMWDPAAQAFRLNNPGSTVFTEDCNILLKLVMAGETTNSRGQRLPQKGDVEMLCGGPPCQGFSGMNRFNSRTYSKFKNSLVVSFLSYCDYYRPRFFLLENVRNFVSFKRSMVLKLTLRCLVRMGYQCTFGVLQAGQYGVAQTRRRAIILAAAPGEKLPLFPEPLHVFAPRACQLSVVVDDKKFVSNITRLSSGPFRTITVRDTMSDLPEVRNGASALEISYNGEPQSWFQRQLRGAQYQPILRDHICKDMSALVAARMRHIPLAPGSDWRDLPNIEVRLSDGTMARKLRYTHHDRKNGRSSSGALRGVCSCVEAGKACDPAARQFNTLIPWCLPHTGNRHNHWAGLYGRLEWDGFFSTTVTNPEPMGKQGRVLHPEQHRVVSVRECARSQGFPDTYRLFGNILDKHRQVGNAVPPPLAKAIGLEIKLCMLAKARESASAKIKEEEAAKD
SKN-1 block = blocks SKN-1 activity in C. elegans | 360,000 compounds, 0.49% hits | inhibition, % at 21.8 µM | C. elegans VP596 Pgst-4::GFP/RFP ratio, acrylamide-induced, 24 h;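 active = interference check ratio from 0.5 to 1.5 plus GFP to RFP signal ratio inhibition reaching or exceeding a fixed threshold, cut at about 30% in these data, passing the limit was not always enough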; also: some compounds called inactive have numbers as strong as hits
* hit, by the source's call; i = inactive; · = not tested or not shown; + = active, no number.

Values run as follows: TbMetRS inhib, SUMO1-SIM PPI, STEP inh, Neddylation inh, CendR NRP1 mod, NadD inh, DNMT1 block, LMPTP inh, Scp-1 inhibitor, SKN-1 block
1) CC(Cc1ccccc1)C(=O)N(C)Cc1cccnc1 (centres undefined)
 : -0.3, -17, 1, i, 4, 3, -32, 0.6, -3, 7
2) c1cncc(-c2nc(N3CCOCC3)c3ccccc3n2)c1
 : -0.3, -2, 4, i, -6, 4, 5, 2.2, -5, 2
3) O=c1[nH]c2cc3c(cc2cc1CN(CCO)S(=O)(=O)c1ccccc1)OCCO3
 : -0.3, 0, 2, +, -3, -3, -1, -0.7, -5, 3
4) Cc1nn2c(-c3ccc(Cl)cc3Cl)nnc2s1
 : -0.1, 2, 1, i, -9, 4, 5, 0.8, 0, -10
5) Cc1ccc(CS(=O)Cc2ccc(C(=O)NCc3cccs3)o2)cc1 (centres undefined)
 : -0.4, 4, -2, i, 8, 1, -2, -1.2, 1, 11
6) CN1CCN(S(=O)(=O)c2ccc(C#N)cc2)C(c2ccccc2)C1 (centres undefined)
 : -0.1, 5, 6, i, 8, -1, -1, -2.8, -5, 5
7) COc1ccc(/C=C2\CN(Cc3ccccc3)C/C(=C\c3ccc(OC)cc3OC)C2=O)c(OC)c1
 : 0.4, -1, 6, i, -10, 29*, 3, 3.5, 9, 9
8) O=C(Cn1cc(/C=N/NC(=O)c2cccc3ccccc23)c2ccccc21)Nc1ccc(F)cc1
 : 0.8, -6, -2, ·, -48, 29, -2, 0.8, -8, 6
9) COc1cccc(CC2(CO)CCN(Cc3ccc(NC(C)=O)cc3)CC2)c1
 : 0.4, 2, -3, i, 3, 5, -1, 3.9, -6, -5
10) CC(C)c1nnc(SCC(=O)N2CCc3ccccc32)n1C
 : -0.1, -3, 2, i, 11, 5, 1, -1.2, 3, -42
11) Cc1ccccc1OCCC(=O)Nc1c(C)n(C)n(-c2ccccc2)c1=O
 : -0.4, 2, -1, i, -7, 1, 1, -0.5, -3, 14
12) O=C(c1nnsc1S(=O)c1ccc(Cl)cc1)N1CCOCC1 (centres undefined)
 : 0.3, 0, 2, i, 12, 3, 4, 0.8, -6, 1
13) CSc1nc(-c2ccccc2)nc(C(C)C)n1
 : 0.3, 5, 5, i, 6, -6, 1, 0.5, -2, 0
14) CCn1c(SCC(=O)N2CCc3ccccc32)nnc1-c1ccncc1
 : -1.1, -2, 3, i, 17, 7, 1, -2.1, 21, 4
15) Cc1cc(Oc2ccc(=O)n(C)n2)nc(Oc2ccc(=O)n(C)n2)n1
 : -0.8, 0, -5, i, -10, -5, 1, -1.3, -3, -3
16) Cc1cc(C)nc(SCC(=O)NN=Cc2ccc(C)o2)n1
 : -0.2, -10, 0, i, 18, -1, -2, 1.0, -1, 0
17) Cc1ccc(S(=O)(=O)N2CCOCC2)cc1NC(=O)COC(=O)CNC(=O)c1ccc(Oc2ccccc2)cc1
 : -0.4, -1, 0, i, 4, 2, 0, -2.0, -7, 6
18) c1ccc(CSCc2cn3ccccc3n2)cc1
 : 0.1, 0, -4, i, 5, 1, 4, 1.8, -3, 5
19) O=S(=O)(Nc1ccc(C(F)(F)F)cn1)c1ccccc1
 : -0.5, 6, -2, i, 1, -3, 1, -0.4, -1, -11
20) C/C(=N\OCC(=O)OCC(=O)Nc1cc(S(C)(=O)=O)ccc1Cl)c1ccc2c(c1)OCO2
 : -0.4, -3, -4, i, 2, 0, 4, -0.2, -3, -4
21) CN(C)C1=NCCN1CC1CCCCC1
 : -0.1, 1, 0, i, -1, 2, 5, -0.8, 4, 7
22) CCCCCN1C=CC=C/C1=C\C=C(C#N)C#N
 : 0.2, -21, 0, i, -28, -3, -1, 0.8, -3, 17
23) COC(=O)C1=COC(C)C2CN3CCc4c([nH]c5ccccc45)C3CC12 (centres undefined)
 : -0.3, -9, -32, i, 138, 8, 4, 1.7, 18, -2
24) O=C(CNC(=O)c1ccc(Cl)cc1)NC(CO)c1ccccc1 (centres undefined)
 : -0.3, -3, -2, i, 2, -1, 3, 0.3, -6, 3
25) NCCNC(=O)Cn1c(=O)c2c3c(sc2n(Cc2ccccc2)c1=O)CCCC3
 : -1.1, -16, 2, i, 2, -9, -1, -0.3, -6, -4
26) COC(=O)c1ccc(OC)c(NS(=O)(=O)c2ccc(-n3cnnn3)cc2)c1
 : -0.7, 4, -1, i, 5, -8, 1, -0.5, -1, 6
27) CC(C)CN(C(=O)COC(=O)c1cc2ccccc2cc1O)c1c(N)n(Cc2ccccc2)c(=O)[nH]c1=O
 : 0.3, -14, -1, i, -20, 5, -5, -2.2, -11, 5
28) COc1ccc(C2(C)NC(=O)N(Cc3cc(Cl)cc4c3OCOC4)C2=O)cc1OC (centres undefined)
 : -0.2, -1, 0, i, -4, -4, -6, -0.7, -4, -16
29) COc1ccc(CNC(=O)[C@@H](C)NC(=O)[C@@H]2Cc3ccccc3CN2)cc1
 : -0.8, 0, 2, i, -4, -2, 1, -1.1, 1, -2
30) COc1cc(NC(=O)C/C(C)=N/NC(=O)Cc2ccccc2)c(OC)cc1Cl
 : -0.9, 0, 1, i, -7, -2, -2, -1.4, -2, -6
31) O=C1Nc2ccccc2C1=Nc1ccc(Cl)cc1
 : 1.7, -35, 3, i, 3, 1, -3, -0.1, -8, 6
32) CSCCC(C(=O)O)N1C(=O)c2ccc(C(=O)O)cc2C1=O (centres undefined)
 : -1.1, -3, 2, i, 19, -3, 0, -2.5, 0, 14
33) O=C(CNC(=O)c1cccc(F)c1)N/N=C/c1cccnc1
 : -0.4, -10, -3, i, 17, 1, -3, -0.6, 20, -1
34) O=C(Nc1cccc(NC(=O)C2CC3CCCC(C2)C3=O)n1)C1CC2CCCC(C1)C2=O (centres undefined)
 : -0.7, -1, 0, i, -12, 7, -4, -0.1, -3, -9
35) COc1cccc(NC(=O)Cc2cccs2)c1
 : -1.2, -3, -4, i, 3, 1, -3, -1.9, -5, 7
36) COc1ccc2[nH]c(=O)c(CNc3cccc(C)c3)cc2c1
 : 0.1, -2, -2, i, -5, 24, -10, 3.9, -2, 0
37) O=C(O)CSc1nc2ccccc2nc1Cc1ccccc1F
 : -0.9, -16, 0, i, 2, -7, -6, -0.1, -7, 14
38) COc1ccc(S(=O)(=O)N2CCN(C(=O)CN3C(=O)NC(C)(c4ccc5ccccc5c4)C3=O)CC2)cc1 (centres undefined)
 : -0.7, 0, 2, i, 0, 15, -2, 9.3, 2, 12
39) Clc1ccccc1-c1nc2nc3ccccc3nc2n1-c1ccc2c(c1)OCO2
 : 0.1, -19, 1, i, 14, 8, -2, 0.9, -13, 22
40) Cc1cccc(C)c1NC(=O)CN(C)C(=O)c1cc([N+](=O)[O-])ccc1N1CCOCC1
 : -0.2, -26, -1, i, 6, 2, -1, -1.3, -5, 6

An excerpt of these results, with one line to a screen.
33: O=C(CNC(=O)c1cccc(F)c1)N/N=C/c1cccnc1
34: O=C(Nc1cccc(NC(=O)C2CC3CCCC(C2)C3=O)n1)C1CC2CCCC(C1)C2=O (centres undefined)
Screen / compound no.	33	34
TbMetRS inhib	-0.4	-0.7
SUMO1-SIM PPI	-10	-1
STEP inh	-3	0
Neddylation inh	i	i
CendR NRP1 mod	17	-12
NadD inh	1	7
DNMT1 block	-3	-4
LMPTP inh	-0.6	-0.1
Scp-1 inhibitor	20	-3
SKN-1 block	-1	-9

A second format for part of the listing above:
item	compound	TbMetRS inhib	SUMO1-SIM PPI	STEP inh	Neddylation inh	CendR NRP1 mod	NadD inh	DNMT1 block	LMPTP inh	Scp-1 inhibitor	SKN-1 block
29	COc1ccc(CNC(=O)[C@@H](C)NC(=O)[C@@H]2Cc3ccccc3CN2)cc1	-0.8	0	2	i	-4	-2	1	-1.1	1	-2
30	COc1cc(NC(=O)C/C(C)=N/NC(=O)Cc2ccccc2)c(OC)cc1Cl	-0.9	0	1	i	-7	-2	-2	-1.4	-2	-6
31	O=C1Nc2ccccc2C1=Nc1ccc(Cl)cc1	1.7	-35	3	i	3	1	-3	-0.1	-8	6
32	CSCCC(C(=O)O)N1C(=O)c2ccc(C(=O)O)cc2C1=O (centres undefined)	-1.1	-3	2	i	19	-3	0	-2.5	0	14
33	O=C(CNC(=O)c1cccc(F)c1)N/N=C/c1cccnc1	-0.4	-10	-3	i	17	1	-3	-0.6	20	-1
34	O=C(Nc1cccc(NC(=O)C2CC3CCCC(C2)C3=O)n1)C1CC2CCCC(C1)C2=O (centres undefined)	-0.7	-1	0	i	-12	7	-4	-0.1	-3	-9
35	COc1cccc(NC(=O)Cc2cccs2)c1	-1.2	-3	-4	i	3	1	-3	-1.9	-5	7
36	COc1ccc2[nH]c(=O)c(CNc3cccc(C)c3)cc2c1	0.1	-2	-2	i	-5	24	-10	3.9	-2	0

More compounds.
Values run as follows: TbMetRS inhib, SUMO1-SIM PPI, STEP inh, Neddylation inh, CendR NRP1 mod, NadD inh, DNMT1 block, LMPTP inh, Scp-1 inhibitor, SKN-1 block
41) COc1ccc(CN(C)C(=O)COC(=O)c2cc([N+](=O)[O-])ccc2N2CCCC2)c(OC)c1OC
 : -0.4, -29, -1, i, -5, -6, 6, 1.2, -2, -4
42) O=C(COC(=O)CCS(=O)(=O)c1ccccc1)NNC(=O)c1ccc([N+](=O)[O-])cc1
 : -0.1, -24, 1, i, 7, 2, 1, -1.1, ·, 13
43) Cn1cccc1CC(=O)N/N=C/C=C/c1ccccc1
 : -0.2, -4, -5, i, -4, 9, -11, -0.3, -2, -1
44) Nc1nnc(CCCCCc2nnc(N)s2)s1
 : -0.1, 3, 3, i, -10, -2, 6, -0.2, 19, -3
45) O=C1CC(C(=O)N2CCc3ccccc32)CN1c1ccc(F)cc1 (centres undefined)
 : -0.6, 4, -5, i, 7, -3, 5, -0.3, 4, 6
46) COC(=O)c1ccc(C2C(C(=O)c3cc4ccccc4o3)=C(O)C(=O)N2c2cc(C)on2)cc1 (centres undefined)
 : 0.7, -21, 20, i, -48, 14, 0, 20, -22, 2
47) CC(C)CNC(=O)CCCc1ccccc1
 : 0.2, -3, -2, i, -1, 2, -1, 0.3, -5, 2

Compounds as they come. About 4.6% of those tested had a hit in this group.
